ER stress rescue: protection against thapsigargin-triggered cell killing – 384-well, CSM14.1, ATP luminescence, primary screen (AID 1222) | CSM14.1 thapsigargin-induced death rescue, ATP luminescence; higher % means a stronger effect | 190,000 tested, under 10 active | cellular ATP content (survival), % at 20 µM, or EC50 in µM where a hit was titrated;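 active means EC50 below 50 µM in the dose-response confirmation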;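 further: death triggered by thapsigargin at about 15 µM added after 2 h compound pretreatment; cell ATP read after overnight thapsigargin exposure of roughly 18 to 22 hours; normalized against plate controls of thapsigargin alone and 5% DMSO vehicle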
UTI89 phage lysis: inhibition of K1F phage lysis, E. coli UTI89, bacterial capsule biogenesis inhibitors, alamar blue (AID 488966); E. coli UTI89 K1F phage lysis, alamar blue, 2 h; higher % means a stronger effect; inhibition, % at 100 µM, or IC50 in µM where a hit was titrated; actives 0.02% (n = 340,000);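 active means phage lysis inhibition, versus mean bacterial control, above a set limit; inconclusive means no clear call, values can overlap the other calls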;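 further: capsule biogenesis inhibitors block K1F phage lysis so surviving cells raise fluorescence; higher fluorescence means more inhibition of phage lysis; actives were called in the ten point dose series up to 300 µM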
Yfh1-depleted yeast: enhancers of respiration in Yfh1-depleted yeast, dose response, Friedreich's ataxia, plus single-dose screen (AID 1465); one-dose fold induction at 50 µM; EC50 in µM for titrated hits; actives 0.074% (n = 220,000); S. cerevisiae Yfh1-off respiration, WST-1 reduction, 72 h; higher fold induction means a stronger effect;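 active means fold induction of absorbance versus untreated yeast above a set limit, then at least 30% activation at any dose in follow-up; inconclusive means repeats straddling the limit, or above it without dose testing; inactive means fold induction below the set limit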;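 further: activators that raise dye reduction in frataxin-depleted yeast; strong numbers were not always called active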
West Nile virus CPE: West Nile virus antiviral activity, cell-based, CPE readout (AID 1621). West Nile virus-infected cells, CPE inhibition; higher % means a stronger effect. one-dose CPE inhibition, % at 10 µM; IC50 in µM for titrated hits. actives 0.02% (n = 290,000); in the data active means a potency from the dose series; inconclusive means CPE inhibition mostly from about 3.7% at the one dose, without a potency; inactive means the rest, 99 in 100 with CPE inhibition below about 2.2%; further: strong numbers were not always called active
NS5 inhibitors: flavivirus cap methylation enzyme inhibition – biochemical, confirmation dose response, primary screen (AID 588689); Dengue-2 NS5 methyltransferase capping enzyme assay, biochemical; higher % means a stronger effect; inhibition, % at 25 µM; hits with a dose series show IC50 in µM; actives 0.3% (n = 340,000); in the data active means a potency from the dose series; inconclusive means inhibition above about 29% without an active follow-up result
XIAP displacement: small molecules displacing peptide from XIAP – biochemical, IAP family, fluorescence polarization (AID 1018); XIAP BIR domain, fluorescence polarization peptide displacement; higher % means a stronger effect; one-dose displacement, % at 20 µM; IC50 in µM for titrated hits; actives 0.007% (n = 200,000); in the data active means displacement above about 50%; further: a part of the inactive calls stands beside numbers as strong as those of hits
WT yeast gro inh: growth inhibition of WT yeast, mitochondrial fusion screen; mitochondrial fusion phenotypic screen, WT strain; inhibition, % at 10 µM; actives 2.1% (n = 190,000); in the data active means inhibition above about 58%; tested in S. cerevisiae
RSV antiviral HEp-2: inhibition of RSV-induced cytopathic effect – HEp-2 cells, primary 10 µM value included (AID 2391); HEp-2 cells, RSV-induced CPE inhibition; higher % means a stronger effect; one-dose CPE inhibition, % at 10 µM; IC50 in µM for titrated hits; actives 0.13% (n = 310,000); in the data active means a potency from the dose series; inconclusive means CPE inhibition mostly from about 23% at the one dose, without a potency; inactive means the rest, 99 in 100 with CPE inhibition below about 21%; further: strong numbers were not always called active
Large T inhibition: TAg ATPase/helicase activity blockers – biochemical (AID 1903) | SV40 large T antigen ATPase/helicase inhibition assay; higher % means a stronger effect | inhibition, % at 20 µM; hits with a dose series show IC50 in µM | actives 0.39% (n = 310,000); in the data active means a potency from the dose series; inconclusive means inhibition mostly from about 32% at the one dose, without a potency; inactive means the rest, 99 in 100 with inhibition below about 32%; further: strong numbers were not always called active
WT yeast gro inh mutant strain: second read-out of WT yeast gro inh, no call of its own (marks repeat the call); inhibition, %; mitochondrial fusion phenotypic screen, mutant strain inhibition
Numbers without * were called inactive; i = inactive; ? = inconclusive; · = no result given; [ ] = another dose, or the depositor's remark.

The first three records, ahead of the listing:
SMILES | ER stress rescue | UTI89 phage lysis | Yfh1-depleted yeast | West Nile virus CPE | NS5 inhibitors | XIAP displacement | WT yeast gro inh | WT yeast gro inh mutant strain | RSV antiviral HEp-2 | Large T inhibition
COc1c(F)c(F)c(C(=O)Nc2ccc(NC(=O)c3ccco3)cc2)c(F)c1F | -1.4% | 0.1% | i | 0.3% | · | -1.0% | 13 | 3 | 2.5% | 2%
COc1ccc2[nH]cc(CCn3ccc(O)c(C/C=C/c4ccccc4)c3=O)c2c1 | 1.4% | 0.2% | i | -0.3% | -4% | -14% | -4 | 10 | 6.7% | -5%
Cc1ccc[n+](-c2nc([O-])sc2C=O)c1 | -0.8% | -1.9% | i | 0.2% | ? | -3.8% | -5 | 4 | -0.1% | 10%

Results (from the top)
SMILES | ER stress rescue | UTI89 phage lysis | Yfh1-depleted yeast | West Nile virus CPE | NS5 inhibitors | XIAP displacement | WT yeast gro inh | WT yeast gro inh mutant strain | RSV antiviral HEp-2 | Large T inhibition
COc1c(F)c(F)c(C(=O)Nc2ccc(NC(=O)c3ccco3)cc2)c(F)c1F | -1.4% | 0.1% | i | 0.3% | · | -1.0% | 13 | 3 | 2.5% | 2%
COc1ccc2[nH]cc(CCn3ccc(O)c(C/C=C/c4ccccc4)c3=O)c2c1 | 1.4% | 0.2% | i | -0.3% | -4% | -14% | -4 | 10 | 6.7% | -5%
Cc1ccc[n+](-c2nc([O-])sc2C=O)c1 | -0.8% | -1.9% | i | 0.2% | ? | -3.8% | -5 | 4 | -0.1% | 10%
Cc1ccc(N2CCN(S(=O)(=O)c3nnc(NC(=O)c4ccco4)s3)CC2)cc1 | · | 6.2% | · | -0.7% | 1% | · | · | · | 5.3% | 10%
O=C(CSc1nnc2c(n1)[nH]c1ccccc12)NCc1ccccc1F | · | 0.5% | · | -0.1% | -4% | · | · | · | 0.8% | 14%
Cc1ccc(-c2nc(C3CCN(S(C)(=O)=O)CC3)no2)cc1 | -2.1% | 0.3% | i | -0.3% | 2% | -2.1% | -15 | -6 | 1.4% | -4%
CCN(CC(=O)Nc1cccc(OC)c1)c1ncnc2sc(C)c(C)c12 | 1.9% | 1.1%[50 µM] | i | -1.3% | -2% | -7.6% | -5 | -16 | 2.6% | 10%
COc1ccc(NS(=O)(=O)c2cccc(C(=O)NCC(c3ccc(OC)cc3)N3CCOCC3)c2)cc1 (stereo unspecified) | · | 0.0% | · | -0.1% | -2% | · | · | · | 2.3% | 26%
O=C(NC(CO)(CO)CO)[C@@H]1CCCN1S(=O)(=O)c1cccc2cccnc12 | · | 0.8% | · | · | -3% | · | · | · | 3.1% | 6%
CCNC(=O)COC(=O)CCNC(=O)c1cccc(C)c1 | · | 0.8% | i | 0.0% | 5% | -9.3% | -6 | -14 | 1.7% | -4%
Cc1ccc(S(=O)(=O)Nc2cc3c(C(=O)O)c(C)oc3c3ccccc23)c(C)c1 | · | -0.1% | · | 1.0% | 12% | · | · | · | 8.2% | 9%
COc1ccc(/C=C/C(=O)N(C)Cc2cccs2)cc1S(=O)(=O)N1CCOCC1 | -1.8% | 0.2% | i | -0.7% | -2% | -6.6% | -7 | 10 | -0.7% | 11%
Cn1c(NC(=O)c2ccc(S(=O)(=O)N3CCCCC3)cc2)cc(=O)n(C)c1=O | -1.6% | 1.3% | i | -0.6% | -2% | -6.4% | -21 | -4 | 1.2% | 7%
Cc1cccn2c(=O)c3cc(C(=O)NC4CCCC4)c(=N)n(CCc4ccccc4)c3nc12 | · | 0.2% | · | -1.4% | ? | · | · | · | 19% | 12%
O=C(CNC(=O)c1ccc(Br)o1)NC12CC3CC(CC(C3)C1)C2 | · | 0.1% | · | -1.0% | -8% | · | · | · | 2.0% | 13%
Cn1c(=O)c2c(nc(SCc3ccccc3)n2Cc2ccc(Cl)cc2)n(C)c1=O | 0.1% | -0.1% | i | -1.0% | 3% | -3.3% | 42 | -16 | 6.3% | 8%
Cc1ccc(S(=O)(=O)N(Cc2ccccc2)c2ccccc2C(=O)NCc2ccco2)cc1 | -0.5% | 2.9% | i | 2.0% | 0% | -4.0% | 3 | -4 | 13% | 2%
N#Cc1cc(Oc2cccnc2)c(Oc2cccnc2)cc1C#N | -2.3% | 1.2% | i | 0.3% | 2% | -4.7% | -7 | -12 | 0.1% | 0%
Cc1ccc(-c2cc(-c3ccc(Cl)cc3)c(C#N)c(N)n2)o1 | -3.1% | 3.2% | i | 0.9% | -4% | -2.2% | 2 | 5 | 8.1% | -10%
COc1ccc(N2C(=O)CC(N(CCc3ccccc3)C(=O)c3ccccc3)C2=O)cc1 (stereo unspecified) | · | -0.8% | i | 0.4% | 3% | · | · | · | 2.6% | 1%
NC(=O)c1cc(S(=O)(=O)NCCc2ccc(S(N)(=O)=O)cc2)cs1 | · | 0.2% | · | -0.3% | -6% | · | · | · | 0.6% | 7%
Cc1cccc2nc(CSC(=N)N)c(Br)n12 | 11% | 2.3%[50 µM] | i | -0.4% | -5% | -6.5% | -3 | 15 | 2.7% | 18%
Cc1ccc(CNC(=O)c2ccccc2NC(=O)C2=CSCCO2)cc1 | · | -0.1% | · | 0.5% | -5% | · | · | · | 4.2% | 11%
CSc1nc(C)c2cc(C)oc2n1 | 2.0% | 0.3% | i | 0.1% | 1% | -5.6% | 3 | -8 | 2.5% | -4%
CCN(CC)CCCNC(=O)C1CCCN(c2nnc(N3CCCC3=O)s2)C1 (stereo unspecified) | 0.2% | 0.3% | i | -0.1% | -3% | -21% | 5 | 11 | 1.0% | 5%
Cn1ccnc1C(O)(c1nnc(-c2ccccc2)o1)C(F)(F)F (stereo unspecified) | -1.1% | 0.3% | i | 0.2% | 1% | 0.7% | -9 | 1 | 2.0% | -3%
Cc1ccc(S(=O)(=O)N2CCCC2C(=O)OCc2ccco2)cc1 (stereo unspecified) | -0.5% | 0.7% | i | 0.2% | 4% | -6.2% | 1 | 1 | -0.3% | 12%
COC(=O)c1ccccc1NC(=S)NC(=O)c1ccc2ccccc2c1 | -0.7% | 3.7% | i | -0.2% | -2% | -7.5% | 10 | -3 | 1.7% | 4%
Cc1ccc(CNC(=O)[C@H]2C[C@@H]2[C@H](NP(=O)(c2ccccc2)c2ccccc2)c2ccccc2)o1 | -1.1% | 0.2% | i | -0.6% | -12% | -6.2% | -8 | -22 | 0.9% | 17%
O=C(Cn1cnc2c(cnn2-c2ccc(F)cc2)c1=O)NCCc1ccccc1 | 2.1% | 0.7% | i | -0.3% | 3% | -10% | 15 | -2 | 1.4% | 0%
CC(NC(=O)c1ccccc1O)c1ccccc1 (stereo unspecified) | 3.0% | 0.4% | i | -0.8% | 0% | -4.8% | -5 | -12 | -0.3% | 10%
O=C(/C=C/c1ccco1)Nc1ccccc1N1CCOCC1 | -0.3% | 5.8% | i | -0.4% | -2% | -7.9% | -16 | -10 | 1.8% | -48%
CCCNC(=O)c1ccccc1NC(=O)CN(c1ccccc1)S(=O)(=O)N(C)C | 2.1% | 1.1% | i | -1.0% | -5% | -5.2% | 10 | 14 | -0.8% | 5%
CCSCc1nnc(SCC(=O)Nc2ccc(OC)cc2)n1C | -0.2% | 0.3% | i | 0.2% | -7% | -6.3% | 0 | 0 | -0.9% | 12%
O=C1CC(c2ccc(O)c(O)c2)Oc2c1ccc(O)c2O (stereo unspecified) | · | 5.2% | i | -0.1% | 5% | · | · | · | 1.5% | 1.9µM*
COc1ccc(S(=O)(=O)N2CCCCCC2)cc1 | -2.3% | 0.3% | i | 0.9% | 1% | -5.1% | 3 | 12 | 2.6% | 10%
CCCCN(Cc1ccccc1)C(=O)c1cnc2n(c1=O)CCS2 | 3.3% | -0.2% | i | -0.3% | -2% | -5.1% | 2 | -8 | 0.6% | -1%
O=C(CCC(=O)N1CCN(S(=O)(=O)c2ccc(Cl)cc2)CC1)NCc1ccccc1 | 0.0% | 0.8% | i | 0.9% | -4% | 6.9% | -10 | -21 | 0.9% | 2%
CCOc1ccc(-n2c(C)cc(/C=N/N(C)C)c2C)cc1 | 1.9% | 0.6% | i | -1.4% | -2% | 1.2% | 3 | 3 | 1.8% | 2%
CC1(C(=O)NC2CCCC2)CCC(=O)N1Cc1cccs1 (stereo unspecified) | -1.3% | 0.6% | i | -0.5% | -5% | -3.7% | 9 | 0 | 0.0% | 5%
CCOC(=O)CCn1nc(-c2ccccc2)cc1N | -0.4% | 5.0% | i | 0.3% | -4% | 0.0% | -14 | -20 | 11% | 3%
CN(CC(=O)Nc1ccc(F)cc1)C(=O)COC(=O)Cc1c(F)cccc1Cl | · | 0.9%[50 µM] | · | · | 3% | · | · | · | -1.7% | 20%
COc1ccc(CNc2nc3ccccc3n2C)c(O)c1 | · | 0.3% | i | 0.0% | -3% | · | · | · | 1.9% | 16%
Cn1c(=O)n(CCC(=O)O)c2ccccc21 | -0.7% | 2.5% | · | · | -1% | -16% | -15 | 2 | 1.9% | 7%
CC(=O)Nc1cccc(NC(=O)CSc2ccc(C(F)(F)F)cc2[N+](=O)[O-])c1 | -0.9% | 1.1% | i | 0.1% | -2% | -6.1% | -2 | -20 | -0.7% | 7%
O=[N+]([O-])c1ccccc1OCCCN1CCOCC1 | 1.3% | 4.5% | i | -0.6% | -6% | -4.4% | 9 | 22 | 0.9% | 20%
Oc1cc(Cc2ccccc2)cnc1CN1CCCCC1 | -2.1% | 4.3% | i | -0.1% | 5% | -5.9% | 8 | 0 | -0.7% | 1%
CCc1ccc(C2CC(=O)N(c3ccc(F)cc3)C3=C2C(=O)OC3)cc1 (stereo unspecified) | -1.4% | -0.1% | i | 0.5% | 4% | -6.5% | 4 | -1 | 1.7% | 10%
O=C(COC(=O)Cc1ccccc1[N+](=O)[O-])NCc1ccc(Cl)cc1 | -1.0% | 0.0% | i | -0.2% | 13% | -7.0% | -10 | 9 | 0.2% | 10%
Cc1nn(Cc2ccc(F)cc2)c(C)c1NC(=O)c1cc2ncc(Br)cn2n1 | 3.2% | 0.1% | i | -0.4% | 2% | -4.8% | 2 | -3 | 0.9% | 21%
O=C(O)CC(NS(=O)(=O)c1c(F)cc(F)cc1Br)c1ccccc1Cl (stereo unspecified) | -0.6% | 0.5% | i | 0.3% | -5% | -2.5% | -5 | 5 | -0.2% | 23%
Cc1ccc(-c2nc(C(=O)O)cs2)cc1 | 0.5% | 0.2% | i | -0.1% | 5% | 0.2% | 0 | 8 | 0.3% | 9%
O=C(Nc1c2c(nn1-c1ccccc1)CS(=O)C2)c1ccc(S(=O)(=O)N2CCOCC2)cc1 (stereo unspecified) | -1.6% | 0.0% | i | 0.3% | -3% | -2.7% | 15 | -5 | 0.4% | 1%
COc1cc(Br)c(C(C)NC(=O)c2ccc(C)cc2)cc1OC (stereo unspecified) | -2.0% | 0.2% | i | -0.1% | -5% | -3.7% | 7 | -45 | -0.4% | -12%
Cc1ccc(S(=O)(=O)N2CCC(=O)N(CCOC(=O)Nc3ccc(C)c(C)c3)CC2)cc1 | -1.6% | 2.8% | i | -0.9% | -1% | -6.5% | -1 | -24 | 3.6% | 4%
